# Screens (PubChem BioAssay)
# WRN inhibitor – WRN helicase (human) inhibition | WRN helicase unwinding, fluorescent forked duplex, kinetic | 360,000 tested, 0.46% active | Q14191 | Potency, µM (series often up to 114 µM), for inactives: at the top dose activity change, negative = inhibition, hits mostly inhibitors | AID 651768; note: potency is the fitted concentration of half-maximal effect; % is set by controls: 0 for no effect and ±100 for the full control effect; nearly all actives have a fitted effect of over 55% in size
#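 Screening of the MLSMR collection measured strand separation of a quenched forked DNA duplex (100 nM) by 20 nM WRN with 2 mM ATP, all final. Compounds were preincubated with enzyme 15 min at room temperature.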
# EPAC2 antagonist – antagonists of human EPAC2; Q8WZA2; EPAC2 GEF exchange of Rap1B-BODIPY-GDP, fluorescence; Potency, µM (series often up to 114 µM), without a hit: at the top dose activity, negative = inhibition, most hits filed as inhibitors; 360,000 tested, 0.18% active; AID 720708; note: potency is the fitted concentration of half-maximal effect; % is set by controls: 0 for no effect and ±100 for the full control effect; nearly all actives have a fitted effect of over 45% in size; many of its hits are not listed in these tables
# EPAC1 antag – antagonists of human EPAC1. O95398. EPAC1 GEF assay, Rap1b-BODIPY-GDP exchange fluorescence. Potency, µM (series often up to 115 µM), inactives show top-dose activity change, negative = inhibition, actives largely listed as inhibitors. 360,000 tested, 0.14% active. AID 720709;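 note: potency is the fitted concentration of half-maximal effect; plate controls were vehicle for no effect and positive control for full effect; nearly all actives have a fitted effect of over 50% in size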
# PLK1 PBD inh – PLK1 (human) polo-box domain binding inhibition; Potency, µM, inactives show max response, negative = inhibition, most hits filed as inhibitors; Plk1 PBD binding of FITC phosphopeptide, fluorescence polarization; P53350; AID 720504; 360,000 tested, 2.8% active; note: potency is the fitted concentration of half-maximal effect; series mostly up to about 57 µM; % is set by controls: 0 for no effect and ±100 for the full control effect; nearly all actives have a fitted effect of over 65% in size
# Target sequence (P53350 whole entry, looked up, the tested form may be a part): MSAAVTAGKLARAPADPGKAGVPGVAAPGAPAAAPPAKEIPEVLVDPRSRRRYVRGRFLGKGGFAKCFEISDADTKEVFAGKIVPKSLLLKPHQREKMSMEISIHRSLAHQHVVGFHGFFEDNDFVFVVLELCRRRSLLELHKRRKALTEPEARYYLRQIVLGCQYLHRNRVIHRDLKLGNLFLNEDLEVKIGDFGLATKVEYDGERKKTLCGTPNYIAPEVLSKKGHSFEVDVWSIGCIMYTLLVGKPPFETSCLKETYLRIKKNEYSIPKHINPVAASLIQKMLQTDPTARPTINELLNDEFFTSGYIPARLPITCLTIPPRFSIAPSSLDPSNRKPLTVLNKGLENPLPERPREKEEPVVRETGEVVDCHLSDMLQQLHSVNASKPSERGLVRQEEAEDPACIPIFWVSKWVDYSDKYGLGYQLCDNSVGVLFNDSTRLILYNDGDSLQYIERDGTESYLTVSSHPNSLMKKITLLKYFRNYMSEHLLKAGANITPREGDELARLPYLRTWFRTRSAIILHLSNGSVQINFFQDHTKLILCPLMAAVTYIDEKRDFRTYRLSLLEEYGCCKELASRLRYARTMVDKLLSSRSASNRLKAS
# EPAC1 ag – activates human EPAC1 exchange factor | Potency, µM (titrated, usually from 154 µM), for the others: at the top dose activation, usual class: activators | 360,000 tested, 0.073% active | AID 720707 | EPAC1 agonist qHTS, biochemical assay; response scale: 100% = response to 6.5 mM cAMP | O95398; note: potency is the fitted concentration of half-maximal effect; nearly all actives have a fitted effect of over 60% in size
#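 Nucleotide exchange assay: 100 nM EPAC1 with 250 nM Rap1B loaded with BODIPY-GDP and 50 uM GDP, room temperature. Fluorescence (480/540 nm) read every 5 min for 30 min; signal change normalized to 6.5 mM cAMP as full agonist.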
# CCT chaperon mod – changes cytosolic chaperonin activity | purified chaperonin ATPase assay, HTRF ADP detection, 30 min | 360,000 tested, 0.3% active | AID 651819 | activity change, % (concentration not given with the values), hits read low; in the data active = activity change below about -30%; note: % is set by controls: 0 for no effect and ±100 for the full control effect
#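 ATPase activity: ADP formed was measured by HTRF Transcreener (665/615 nm ratio) after 30 min at 37 deg C with 10 uM ATP. Compounds screened at one 76 uM concentration against 40 or 20 nM TRiC in Tris pH 7.4/KCl/MgCl2/DTT buffer.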
# PI5P4Ka inh – blocks human PI5P4K alpha kinase activity. PI5P4Kalpha enzyme, ADP-Glo luminescence, 60 min; hits give low values. max response, %. P48426. 330,000 tested, 1.2% active; active = max response of -50% or lower; inconclusive = between -30% and -50%; inactive = -30% or higher; note: value at the top dose of about 77 µM; % is set by controls: 0 for no effect and ±100 for the full control effect
# Target sequence (P48426 whole entry, looked up): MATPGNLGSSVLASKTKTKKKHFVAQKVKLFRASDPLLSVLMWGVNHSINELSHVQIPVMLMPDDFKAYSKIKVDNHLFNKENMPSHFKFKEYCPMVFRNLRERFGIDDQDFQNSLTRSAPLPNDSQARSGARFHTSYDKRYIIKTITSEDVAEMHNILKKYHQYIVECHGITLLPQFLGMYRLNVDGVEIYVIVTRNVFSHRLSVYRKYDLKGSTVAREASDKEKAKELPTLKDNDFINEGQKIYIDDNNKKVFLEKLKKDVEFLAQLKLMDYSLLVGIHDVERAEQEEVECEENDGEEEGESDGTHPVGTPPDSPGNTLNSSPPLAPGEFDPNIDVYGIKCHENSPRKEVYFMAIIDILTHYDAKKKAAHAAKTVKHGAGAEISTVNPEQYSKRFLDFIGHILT
#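 Luminescence from ADP-Glo served as readout of PI5P4Kalpha activity in a qHTS format. Reaction: enzyme, substrate, compound, ATP at 5 microM final, 60 min at RT.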
# MmCpn inh – M. maripaludis TRiC chaperonin inhibition; purified Mm-Cpn ATPase, ADP Transcreener TR-FRET; Potency, µM (titrated, usually from 76.9 µM), for the others: top-dose activity, negative = inhibition, actives largely listed as inhibitors; 330,000 tested, 0.031% active; AID 504842; note: potency is the fitted concentration of half-maximal effect; % is set by controls: 0 for no effect and ±100 for the full control effect; nearly all actives have a fitted effect of over 80% in size
#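 Inhibition of chaperonin ATP hydrolysis is measured as reduced ADP production, detected by competitive TR-FRET in which signal falls with ADP. Final enzyme 25 nM and ATP 10 uM, reacted 30 min at 37°C.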
# * = called active by the depositor; u = inconclusive; x = not tested or not shown; & = joins results of further samples; [ ] = remark or other dose. Unless noted, calls come from the whole dose curve; as a rule, active = well fitted curve in the direction sought with a large enough effect; inconclusive = small, poorly fitted or top-dose-only effect, or another doubt; inactive = no such curve, though single readings can be large; an effect the other way counts as inactive or inconclusive. Only part of the results is shown, so the mix of outcomes need not match the whole.
SMILES,WRN inhibitor,EPAC2 antagonist,EPAC1 antag,PLK1 PBD inh,EPAC1 ag,CCT chaperon mod,PI5P4Ka inh,MmCpn inh
Nc1ccc2nc(N)sc2c1,-6%,-4%,-4%,2%,4%,0.3,4,x
CC(=O)NC1(c2ccccc2)CCN(CC(=O)N2CCC(C)CC2)CC1,-3%,8%,1%,-5%,5%,1.8,5,-1%
O=c1oc2ccccc2n1CCCOc1ccccc1,-3%,-22%,-24%,-2%,-10%,0.1,1,-1%
COc1ccc(NC(=S)Nc2ccccc2)cc1,-1%&9%,6%&-5%,3%&15%,0%&-20%,1%&5%,0.2&-2.1,0&-4,-1%&-18%
Cn1c2ccccc2c2cc(C(=O)NNS(=O)(=O)c3ccc(F)cc3)sc21,-14%,-11%,-15%,-5%,26%,-3.4,-6,-6%
CCc1ccc(CNc2ccc(N3CCN(C(C)=O)CC3)cc2)cc1,4%[57.1 µM],-18%,-13%,-11%,4%,-2.7,-2,-3%
O=C(O)C1=C[C@H](c2csc3ccccc23)C[C@H](OCc2ccc(CO)cc2)O1,6%,2%,-12%,-11%,4%,-0.9,-1,x
O=C(C1=C[C@@H]2[C@H]3C(=O)N(c4cccc(Cl)c4)C(=O)[C@H]3[C@@H](C(=O)c3ccc(Cl)cc3)N2C=C1)c1ccccc1,24%,2%,-16%,u,-11%,-1.6,-28,-1%
Cc1nc2ccccc2c2c(N)c3ccccc3n12,-9%,-4%,-24%,12µM*,11%,0.0,6,-6%
Clc1ccc(C2=CSC3=NCCN23)cc1Cl,-23%[57.1 µM],-3%,14%,-19%,-7%,-0.4,-2,1%
CCC(=O)Nc1cccc(NC(=O)c2ccccc2Cl)c1,4%,-3%,-1%,-8%,2%,-1.5,2,1%
Cc1cccc(CN2CCN(C3CN(Cc4cn(Cc5cc(C)cc(C)c5)nn4)S(=O)(=O)C3)CC2)c1 (centres undefined),-9%,-4%,-3%,-4%,8%,1.1,2,x
CCOC(=O)N1CCC(NC(=O)c2ccc(CO)c(C(=O)NC3CCN(C(=O)OCC)CC3)c2)CC1,-2%,6%,-21%,3%,-2%,-1.5,0,1%
O=C(NCC1CCN(Cc2ccccc2F)CC1)C1CCCN(c2ncnc3c2nc2n3CCCCC2)C1 (centres undefined),0%,3%,-2%,-29%,-14%,-0.7,-1,-1%
COC(=O)CSc1nc2ccc(NC(=O)c3ccccc3C(=O)N3CCOCC3)cc2s1,-7%,-4%,-18%,3%,0%,1.5,-8,-1%
O=c1c2c([nH]n1-c1ccccc1)CCSC2,-18%,6%,17%,u,-3%,-1.0,-18,0%
CCOc1ccc(NCc2ccccc2OCc2cccc(F)c2)cc1,-15%,-10%,-8%,-7%,0%,0.0,2,0%
O=C(CC1CCCCC1)N1CCCC(c2nc(-c3ccc(S(=O)(=O)N4CCCC4)cc3)no2)C1 (centres undefined),-26%,-10%,-10%,-6%&-10%,18%,1.1,x,5%
C=CCN1C=C2C(=O)C(C)(OC(=O)c3cccs3)C(=O)C=C2C=C1CCCC(=O)OC (centres undefined),-7%,1%,1%,-15%,-2%,-1.3,1,1%
Cc1ccc2nc(N3CCN(c4cccc(C)c4C)CC3)c3nnnn3c2c1,-1%,5%,-22%,-3%,0%,0.8,-5,-2%
COc1ccc(C(=O)NC2CC2)cc1OC1CCN(Cc2ccc(SC)cc2)CC1,-1%,-1%,-8%,-8%,-6%,-3.7,-7,-4%
CCN(CC)C(=O)Cn1cnc2ccccc2c1=O,0%,16%,7%,2%,-7%,-2.9,-5,-1%
CCN(CC)S(=O)(=O)c1csc(C(=O)OCC(=O)c2ccccc2)c1,-11%,-7%,-6%,0%,21%,1.3,1,-1%
O=C(N/N=C/c1ccccc1)c1cc(=O)[nH]c2ccccc12,u,-4%,-21%,-16%,2%,0.0,0,2%
COc1cccc(C(=O)N2[C@H](COCc3ccccc3)C=CS2(=O)=O)c1,1%,-27%,2%,-12%,2%,-3.6,1,x

# The list continues:
SMILES,WRN inhibitor,EPAC2 antagonist,EPAC1 antag,PLK1 PBD inh,EPAC1 ag,CCT chaperon mod,PI5P4Ka inh,MmCpn inh
CC(C)N=C(NS(=O)(=O)c1cccs1)c1ccccc1,8%,4%,20%,4%,2%,-5.2,-4,0%
COC(=O)c1ccc(N2C(=O)c3cc(N4CCOCC4)c([N+](=O)[O-])cc3C2=O)cc1,1%,-2%,1%,-8%,3%,-1.3,-3,4%
Cc1cccc(N2CCN(Cc3cn(C)nc3-c3ccccc3F)CC2)n1,25%,-2%,-12%,0%,1%,-2.3,1,-2%
CN(C)c1ccc(/C=N/NC(=O)c2ccnn2C)cc1,4%,9%,1%,4%,0%,-3.1,-19,-7%
Cc1ccc2[nH]c(=O)c(C(c3nnnn3C(C)(C)C)N(Cc3ccco3)CC3CCCO3)cc2c1 (centres undefined),2%,2%,3%,-2%,-6%,-1.8,x,2%
O=C(NCC(c1cccs1)N1CCOCC1)c1cc(S(=O)(=O)N2CCOCC2)ccc1Cl (centres undefined),1%,3%,-2%,-9%,0%,-0.7,-9,x
CCCCCc1c(C)nc(Nc2ccc(F)cc2)[nH]c1=O,-8%,11%,-2%,-2%,5%,-0.8,9,0%
COc1ccc(OC)c2[nH]c(=O)c(CCNC(=S)NC(C)(C)C)cc12,7%,-2%,-22%,-10%,0%,-0.1,-7,-1%
O=C(c1ccco1)N1CCN(C(=O)c2ccco2)C1=S,u,6%,4%,-15%,7%,-1.1,-17,x
Cc1ccc(-n2ncc3c2CCCC3NC(=O)c2ocnc2C)cc1C (centres undefined),-30%,-5%,-16%,-2%,9%,-1.1,-3,2%
CCN(CC)C(=O)CSc1nnc(-c2cnccn2)n1-c1ccc(C)cc1,5%,3%,-18%,0%,0%,0.2,x,-19%
CCC(=O)N1CCc2cc(S(=O)(=O)CCC(=O)Nc3ccc(C)cn3)ccc21,2%,0%,-4%,-18%,10%,-2.4,-11,-4%
COc1ccccc1CCNC(=O)C(=O)c1cn(CC(=O)N2CCCC2)c2ccccc12,-34%,-15%,11%,-12%,11%,-5.5,4,1%
[O-][n+]1onc2c1CCc1c-2nc(-c2ccccc2)n1OCc1ccccc1,-15%,19%,17%,-3%,7%,2.3,4,1%
COCCCNC(=O)c1cc(=O)n(Cc2ccc(Cl)cc2)c2ccccc12,7%,1%,-10%,u,-4%,-3.4,-8,0%
COc1ccc(CNC(=O)COC(=O)CCCOc2ccc(Cl)cc2Cl)cc1,5%,-11%,-27%,-5%,5%,-1.2,1,0%
C/C=C/c1ccc(Oc2nnnn2-c2ccc(C(=O)O)cc2)c(OC)c1,-1%,9%,22%,-8%,5%,2.2,x,0%
CNC(=S)Nc1cc(C)ccc1OC(F)F,-3%,0%,1%,-18%,-6%,-0.5,5,2%
COc1cccc(C(c2nnnn2Cc2ccccc2)N2CCN(C(=O)c3ccco3)CC2)c1OC (centres undefined),-5%,0%,5%,-5%,2%,-0.3,-9,-1%
CCOc1ncccc1C(=O)Nc1cccc(S(=O)(=O)NC2=NCCC2)c1,0%,-10%,10%,-13%,6%,-1.6,4,-2%
Cc1ccc(S(=O)(=O)Nc2ccc3nc(C)sc3c2)c(C)c1,-1%,u,-7%,11%,-6%,-0.4,-5,2%
CC(C)(C)C(=O)Nc1ccc(-c2cc3cc(Cl)ccc3o2)cc1,7%,-1%,8%,0%,3%,0.9,1,-11%
C=CCn1c(SCC(=O)NCc2ccc3c(c2)OCO3)nnc1C1CCCCC1,2%,-2%,3%,-8%,6%,-3.0,-9,-2%
COc1ccc(C2CC(c3ccccc3)Nc3ncnn32)cc1 (centres undefined),0%,0%,-2%,-8%,2%,-2.9,5,0%
CCOc1ccc(-c2nnn(CC(=O)Nc3cc(OC)ccc3OC)n2)cc1OCC,-2%,4%,-4%,-10%,1%,1.7,x,1%

# Part of the list above, bar-delimited:
SMILES | WRN inhibitor | EPAC2 antagonist | EPAC1 antag | PLK1 PBD inh | EPAC1 ag | CCT chaperon mod | PI5P4Ka inh | MmCpn inh
CC(C)N=C(NS(=O)(=O)c1cccs1)c1ccccc1 | 8% | 4% | 20% | 4% | 2% | -5.2 | -4 | 0%
COC(=O)c1ccc(N2C(=O)c3cc(N4CCOCC4)c([N+](=O)[O-])cc3C2=O)cc1 | 1% | -2% | 1% | -8% | 3% | -1.3 | -3 | 4%
Cc1cccc(N2CCN(Cc3cn(C)nc3-c3ccccc3F)CC2)n1 | 25% | -2% | -12% | 0% | 1% | -2.3 | 1 | -2%
CN(C)c1ccc(/C=N/NC(=O)c2ccnn2C)cc1 | 4% | 9% | 1% | 4% | 0% | -3.1 | -19 | -7%
Cc1ccc2[nH]c(=O)c(C(c3nnnn3C(C)(C)C)N(Cc3ccco3)CC3CCCO3)cc2c1 (centres undefined) | 2% | 2% | 3% | -2% | -6% | -1.8 | x | 2%
O=C(NCC(c1cccs1)N1CCOCC1)c1cc(S(=O)(=O)N2CCOCC2)ccc1Cl (centres undefined) | 1% | 3% | -2% | -9% | 0% | -0.7 | -9 | x
CCCCCc1c(C)nc(Nc2ccc(F)cc2)[nH]c1=O | -8% | 11% | -2% | -2% | 5% | -0.8 | 9 | 0%
COc1ccc(OC)c2[nH]c(=O)c(CCNC(=S)NC(C)(C)C)cc12 | 7% | -2% | -22% | -10% | 0% | -0.1 | -7 | -1%
O=C(c1ccco1)N1CCN(C(=O)c2ccco2)C1=S | u | 6% | 4% | -15% | 7% | -1.1 | -17 | x
Cc1ccc(-n2ncc3c2CCCC3NC(=O)c2ocnc2C)cc1C (centres undefined) | -30% | -5% | -16% | -2% | 9% | -1.1 | -3 | 2%
CCN(CC)C(=O)CSc1nnc(-c2cnccn2)n1-c1ccc(C)cc1 | 5% | 3% | -18% | 0% | 0% | 0.2 | x | -19%
CCC(=O)N1CCc2cc(S(=O)(=O)CCC(=O)Nc3ccc(C)cn3)ccc21 | 2% | 0% | -4% | -18% | 10% | -2.4 | -11 | -4%
COc1ccccc1CCNC(=O)C(=O)c1cn(CC(=O)N2CCCC2)c2ccccc12 | -34% | -15% | 11% | -12% | 11% | -5.5 | 4 | 1%
[O-][n+]1onc2c1CCc1c-2nc(-c2ccccc2)n1OCc1ccccc1 | -15% | 19% | 17% | -3% | 7% | 2.3 | 4 | 1%
COCCCNC(=O)c1cc(=O)n(Cc2ccc(Cl)cc2)c2ccccc12 | 7% | 1% | -10% | u | -4% | -3.4 | -8 | 0%
